# Assay outcomes deposited in PubChem BioAssay by several laboratories.
# Ecoli WT expand = blocks growth of wild type E. coli BW25113. hit rate 0.15% among 98,000. AID 710. OD600 absorbance. growth inhibition, % at 100 µM;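 active means growth inhibition above about 50% at one test dose, limit read from the data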;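 further: growth measured after 20 h incubation at 37 °C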
# ERb coact inh = blocks coactivator binding to human estrogen receptor beta; hit rate 1.3% among 86,000; Q92731; TR-FRET ER-beta LBD / SRC1-Cy5 peptide binding; receptor agonist-loaded with 1 µM estradiol; inhibition, % at 25.6 µM;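 active means compounds whose percent inhibition of the receptor-coactivator binding signal exceeds about 50% in the single-dose screen, limit read from the data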;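 further: 0% = receptor plus peptide wells without compound and 100% = peptide-only wells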
# Target sequence (Q92731 whole entry, looked up, the tested form may be a part): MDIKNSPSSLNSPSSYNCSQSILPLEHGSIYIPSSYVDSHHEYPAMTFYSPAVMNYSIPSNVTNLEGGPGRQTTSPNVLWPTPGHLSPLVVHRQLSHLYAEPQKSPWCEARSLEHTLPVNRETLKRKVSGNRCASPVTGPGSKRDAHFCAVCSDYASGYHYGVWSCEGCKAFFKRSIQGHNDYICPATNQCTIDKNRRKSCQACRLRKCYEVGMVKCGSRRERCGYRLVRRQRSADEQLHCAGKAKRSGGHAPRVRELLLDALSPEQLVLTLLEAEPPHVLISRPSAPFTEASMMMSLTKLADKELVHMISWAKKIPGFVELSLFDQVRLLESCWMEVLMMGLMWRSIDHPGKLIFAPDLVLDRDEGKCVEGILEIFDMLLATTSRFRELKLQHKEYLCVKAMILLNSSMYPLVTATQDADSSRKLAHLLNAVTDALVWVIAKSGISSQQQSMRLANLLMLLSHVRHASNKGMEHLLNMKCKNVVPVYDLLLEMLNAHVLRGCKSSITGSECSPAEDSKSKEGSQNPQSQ
# MT1-MMP txn act = activates MT1-MMP transcription; activation factor at 10 µM; hit rate 0.16% among 86,000; HT1080 MT1-MMP promoter luciferase reporter, luminescence, overnight; stronger effect = higher value;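 active means activation factor of at least 2 for MT1-MMP transcription at 10 µM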
# ERa coact inh = blocks coactivator binding to human estrogen receptor alpha; P03372; TR-FRET ER-alpha LBD / SRC-1 peptide, estradiol-bound; inhibition, % at 25.6 µM; hit rate 1.7% among 86,000; AID 629; in the data active means inhibition above about 50%;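 further: 0% = receptor plus peptide control and 100% = peptide only without receptor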
# ERa SRC1 pot = ER-alpha (human) coactivator binding potentiation. TR-FRET ERalpha-LBD/SRC-Cy5 coactivator binding, 2 h; 100 = basal binding, no effect. hit rate 1.3% among 86,000. coactivator binding (% of control), % at 25.6 µM. AID 639; in the data active means activity above about 200%;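 further: binding measured in presence of low estradiol as agonist stimulus; 0% = peptide alone without receptor and 100% = receptor with peptide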
# Mac1 fbg inh = CD11b/CD18-fibrinogen binding inhibition; hit rate 0.54% among 93,000; P05107+P11215; inhibition, % at 10 µM; K562 CD11b/CD18 adhesion to fibrinogen, ATPlite luminescence; Mn2+ added to activate the integrin;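 active means primary inhibition of 50% or more at 10 µM, then 40% or more on retest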; further: some results filed as inactive read as strong as hits
# PLAP act = activators of human placental alkaline phosphatase; P05187; purified PLAP enzyme, luminescent substrate read-out; stronger effect = higher value; activation fold at 20 µM; hit rate 1.2% among 96,000; in the data active means activation fold above about 2
# Target sequence (P05187 whole entry, looked up): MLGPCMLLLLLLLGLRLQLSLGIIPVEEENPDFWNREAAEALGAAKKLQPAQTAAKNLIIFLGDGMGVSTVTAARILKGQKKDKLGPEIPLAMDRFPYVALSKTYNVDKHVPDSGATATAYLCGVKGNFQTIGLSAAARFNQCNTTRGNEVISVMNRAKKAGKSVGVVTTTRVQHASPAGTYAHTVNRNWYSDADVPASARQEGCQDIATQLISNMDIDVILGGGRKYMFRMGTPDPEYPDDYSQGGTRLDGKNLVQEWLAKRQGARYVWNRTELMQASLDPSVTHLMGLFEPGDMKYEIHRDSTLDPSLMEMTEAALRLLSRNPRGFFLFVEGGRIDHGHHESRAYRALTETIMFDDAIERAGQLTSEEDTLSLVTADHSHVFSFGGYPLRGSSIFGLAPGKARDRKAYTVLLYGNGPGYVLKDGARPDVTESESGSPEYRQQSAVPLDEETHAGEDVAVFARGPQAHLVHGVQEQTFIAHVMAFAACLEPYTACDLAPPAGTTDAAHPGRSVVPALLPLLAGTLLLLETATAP
# FAK blocker = blocks human focal adhesion kinase activity; Q05397; biochemical FAK kinase activity assay; inhibition, %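 (tested at 7 µM)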; hit rate 0.84% among 97,000; in the data active means inhibition above about 19%;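 further: 0% = DMSO and 100% = reference compound high control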
# Mac1 fbg enh = increases human CD11b/CD18 adhesion to fibrinogen | K562 CD11b/CD18 adhesion to fibrinogen, ATPlite luminescence | AID 1499 | hit rate 0.07% among 93,000 | activation, % at 10 µM | P05107+P11215;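 active means 10 µM primary screen giving 50% or more activity, confirmed by 40% or more on retest at that dose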; further: strong numbers were not always called active; reference of the scale not given here
# The depositor's hits bear a star; x = no result given; [ ] = another dose, or the depositor's remark.
SMILES,Ecoli WT expand,ERb coact inh,MT1-MMP txn act,ERa coact inh,ERa SRC1 pot,Mac1 fbg inh,PLAP act,FAK blocker,Mac1 fbg enh
O=C(O)CC(NS(=O)(=O)c1cccc2nsnc12)c1ccc(F)cc1 (stereo unspecified),1,2,1,2[fluorescence artefact?],110,60*,1.2,4,-9
Cc1ccc(NC(=O)Cn2c(/C=C/c3ccccc3)nc3ccccc32)cc1C,-4,x,x,x,x,-27,1.1,-8,5
COc1ccccc1NC(=O)CSc1nnc(-c2ccc(C)cc2)o1,x,-3,0.6,2,97,-8,1.6,-2,-5
CCOC(=O)c1ccccc1NC(=O)CCNC(=O)Cn1cnc2ccccc2c1=O,6,-9,0.9,-3,34,-5,1.1,-3,-4
Cc1cc(C)n(-c2cccc(Cl)c2)c(=O)c1C#N,-7,4,1.1,-9,102,-5,1,-6,-3
CC(=O)c1ccc(OCC(O)CN2C(C)(C)CC(O)CC2(C)C)cc1 (stereo unspecified),8,-5,1.1,-7[fluorescence artefact?],153[fluorescence artefact?],-7,1.2,1,-2
COc1ccc(-c2n[nH]c(=S)n2Cc2ccco2)cc1,3,x,x,x,x,-7,1.2,2,2
Nc1c(C(=O)NCc2ccco2)nnn1Cc1ccccc1,19,-1,x,-3,99,-2,0.8,-1,4
COc1ccc(C(C)=O)cc1CN(C)C,10,2,1.2,-10,92,-6,1,3,1
CCOc1ccc(NC(=O)CSc2nnc(C34CC5CC(CC(C5)C3)C4)n2C)cc1,-20,10,1,5[fluorescence artefact?],87,-6,1,-1,7
CCN1CCN(CCCNC(=O)C2CCCN(c3nnc(-n4cccc4)s3)C2)CC1 (stereo unspecified),3,14,1,-100[fluorescence artefact?],109,-18,1.3,6,2
Cc1c(=O)n(OCc2cccc(F)c2)c2ccccc2[n+]1[O-],1,-3[fluorescence artefact?],1,4,98,12,1,4,-2
CCN1CC(O)=C(c2nc3ccccc3s2)C1=N,13,0,1.3,-4,92[fluorescence artefact?],3,2.1*,2,-1
O=C(CCCC(=O)OCC(=O)c1ccc(Cl)cc1Cl)Nc1cc(C(F)(F)F)ccc1Cl,-8,x,x,x,x,-9,0.9,0,7
CCCCCCn1c(SCCN2CCOCC2)nc2c1c(=O)[nH]c(=O)n2C,2,1,1.2,-1,92,x,x,0,x
CCOC(=O)c1sc(NC(=O)CSc2nc(C)cc(C(F)(F)F)n2)c(C#N)c1C,-10,-3,x,4,112,-12,1,2,1
CCOC(=O)C1CCCN(CC(=O)/C=C2/N(C)c3ccccc3C2(C)C)C1 (stereo unspecified),11,1,1.3,-1,103,-16,1.6,2,-1
O=C(OCC(=O)c1c[nH]c2ccccc12)C1=COCCO1,17,-16,2.1*,-2,105[fluorescence artefact?],x,1.4,-2,x
Clc1ccc(NCc2nncn2-c2ccccc2)cc1,9,-13,1,-13,108,-2,0.8,-5,-3
CCCCN(CC)C(=O)CSc1nc2ccccc2c(=O)n1CC1COc2ccccc2O1 (stereo unspecified),-3,11[fluorescence artefact?],1.1,2,122,13,1.2,1,-5
CCN1CCN(C(=S)Nc2ccc(Cl)cc2Cl)CC1,7,2,x,-6,116,-38,0.9,2,-2
O=C(CN1CCN(Cc2ccccc2)CC1)c1c[nH]c2ccccc12,15,-12,1.5,-14,111,0,1,-1,4
Cc1ccc2nc3sc(-c4nnc(-c5ccccc5[N+](=O)[O-])o4)c(N)c3cc2c1,-2,x,x,x,x,-39,1.1,6,68
Cc1ccccc1OCC(=O)NC(=S)Nc1ccc2c3c(cccc13)CC2,-10,1,1,2,114,-8,0.8,2,-2
CC(C)N1C(=O)C2ON(c3ccccc3)C(c3cccs3)C2C1=O (stereo unspecified),-4,4[fluorescence artefact?],1.2,-1,108,1,1,-5,-3
SMILES,Ecoli WT expand,ERb coact inh,MT1-MMP txn act,ERa coact inh,ERa SRC1 pot,Mac1 fbg inh,PLAP act,FAK blocker,Mac1 fbg enh
CNCC/C=C1/c2ccccc2CSc2ccccc21,x,-12,1.2,-11,98[fluorescence artefact?],x,x,-2,x
COc1ccc(-n2nc3c(c2NC(=O)C24CC5CC(CC(C5)C2)C4)CS(=O)C3)cc1 (stereo unspecified),-3,20[fluorescence artefact?],1.1,14,108,3,1.3,1,-6
COC(=O)c1ccc(Cn2cnc3c(cnn3-c3ccc(C)c(C)c3)c2=O)o1,x,-11[fluorescence artefact?],1.2,-16,87,x,x,-2,x
CCC1Oc2ccc(C)cc2N(CC(=O)N(Cc2ccc3c(c2)OCO3)CC2CCCO2)C1=O (stereo unspecified),-5,-7,1.2,-2,101,10,1.5,4,3
CC1CCN(C(=O)Cn2c(=O)n(CCc3ccccc3)c(=O)c3ccccc32)CC1,-3,-5,1.3,3,106,-5,0.8,-6,1
Cc1cccc(OCCCCc2c(C)n[nH]c2C)c1C,10,-1,1,5,86,90*,2.4*,-2,-8
Cc1ccc2cccc(NC(=S)NC(=O)c3ccnn3C)c2n1,x,14,1.3,35[fluorescence artefact?],166[fluorescence artefact?],x,x,1,x
COCCN(C(=O)Nc1ccccc1)C(C)c1cccnc1 (stereo unspecified),1,-13[fluorescence artefact?],1.1,-4,99[fluorescence artefact?],-16,1.1,-1,0
FC(F)(F)c1cccc(CNc2ncccc2-c2nc3cc(Cl)ccc3o2)c1,-12,x,x,x,x,4,1,-2,1
Cn1c(=O)cc(NCCc2ccccc2)[nH]c1=O,4,x,1.2,x,x,4,1,-4,-6
O=C(c1ccccc1)N1CCN(C(=O)N2CCCCC2)CC1,1,0[fluorescence artefact?],1.2,1,116,-5,0.9,x,1
CCOc1ccc(Cl)cc1S(=O)(=O)n1cnc2cc(C)c(C)cc21,-2,-5,1.2,-10,90,13,1.6,1,0
Cc1cc2c(=O)n(NC(N)=O)c(C)nc2s1,-2,-4,1.3,-9,113,0,0.9,-2,-1
O=C(C1CC1)N1CCN(c2nc3ccccc3s2)CC1,-1,3[fluorescence artefact?],1.5,1[fluorescence artefact?],104,4,1,5,-3
CC(=O)NCCOc1c(C)cc(S(N)(=O)=O)cc1C,12,5,1.2,2,119,6,0.9,-5,-5
COc1ccc(Cn2c(CCC(=O)NCc3ccco3)nc3cccnc32)cc1,1,1,1.1,-6[fluorescence artefact?],110,0,1,-6,0
Cc1cccc(OCC(=O)NCc2ccncc2)c1C,4,x,1.1,x,x,-1,0.9,-3,-1
CC1(C)CC(=O)C(C(C2=C(O)CC(C)(C)CC2=O)c2cccc(O)c2)C(=O)C1 (stereo unspecified),8,x,1.1,x,x,12,1.1,-1,-6
CCN(CCNC(=O)C1CCN(c2nnc(-n3cccc3)s2)CC1)c1ccccc1,-10,x,1.1,x,x,-10,1.6,x,2
Cc1ccc2nc3c(cc(C#N)c(=O)n3CC3CCCO3)c(=O)n2c1 (stereo unspecified),-5,0[fluorescence artefact?],1,2[fluorescence artefact?],100,-13,1.1,x,-6
Cc1ccc(-c2c3c(nc4sc(C(N)=O)c(N)c24)CCC3)cc1,4,-11,1.7,5,75,x,0.9,22*,x
COc1ccc(S(=O)(=O)N2CCOCC2)cc1C(C)C,6,-8,x,-32,118,22,1,1,-2
Cc1ccc(CN2C(=O)CCC2C(=O)NCCCN2CCCCC2C)cc1 (stereo unspecified),2,-12,1.1,-14,127,x,1.1,-2,x
Cc1nc(C)c(C(=O)Nc2cccc(C)c2C)o1,0,36,1,24,58[fluorescence artefact?],-13,1,x,-7
COc1ccc(NC(=O)CC(Cc2ccccc2)C(=O)O)cc1 (stereo unspecified),4,5,1,3,105,-2,1.1,-7,-6

# Among those listed so far, these have two or more sulfur atoms.
SMILES,Ecoli WT expand,ERb coact inh,MT1-MMP txn act,ERa coact inh,ERa SRC1 pot,Mac1 fbg inh,PLAP act,FAK blocker,Mac1 fbg enh
O=C(O)CC(NS(=O)(=O)c1cccc2nsnc12)c1ccc(F)cc1 (stereo unspecified),1,2,1,2[fluorescence artefact?],110,60*,1.2,4,-9
CCOC(=O)c1sc(NC(=O)CSc2nc(C)cc(C(F)(F)F)n2)c(C#N)c1C,-10,-3,x,4,112,-12,1,2,1

# Following part
SMILES,Ecoli WT expand,ERb coact inh,MT1-MMP txn act,ERa coact inh,ERa SRC1 pot,Mac1 fbg inh,PLAP act,FAK blocker,Mac1 fbg enh
C=CCn1c(SCC(=O)N2CCOCC2)nc(O)cc1=O,-4,-4,1.2,-1,99,x,1.1,4,x
O=C1CC(NC23CC4CC(CC(C4)C2)C3)C(=O)N1c1ccc2c(c1)OCO2 (stereo unspecified),-4,3,1.2,2,94,-51,1,-5,-3
N#CC1(C#N)CC(C=O)=C(N)C1(C#N)CC(=O)c1ccc(F)cc1 (stereo unspecified),-1,6,1.1,11,94,1,1.1,1,-8
CCCCOC(=O)Cn1c2ccc(OC)cc2c2nc3ccccc3nc21,-3,21[fluorescence artefact?],1,53*[fluorescence artefact?],227*[fluorescence artefact?],14,1,13,0
O=C(CCCOc1ccc(Cl)cc1Cl)Nc1cccnc1,23,x,x,x,x,6,0.7,3,-3
CC(=O)Nc1ccc(OC(F)(F)C(F)C(F)(F)F)c(NC(C)=O)c1 (stereo unspecified),2,5[fluorescence artefact?],1.1,4,112,-16,0.8,0,0
Cc1cc2ccccc2c(=O)n1CC(=O)NCC(=O)N1CCN(c2cccc(Cl)c2)CC1,-8,30[fluorescence artefact?],1.3,50[fluorescence artefact?],157[fluorescence artefact?],11,0.9,6,-4
CC(C)OCCCNC(=O)C1CCC(=O)N1C1CCCC1 (stereo unspecified),-1,-10,1.1,-2,112,12,0.9,0,4
CN1CCc2nc(SCC(=O)Nc3ccc(F)cc3)c(C#N)cc2C1,1,49,1.5,83*,38[fluorescence artefact?],-6,0.9,11,-1
COC(=O)Cc1c(C)nc2nc(-c3ccccc3)[nH]n2c1=O,-2,-11,1.2,-5,99,9,0.9,-2,0
Cc1cc(N2CCN(c3ccccc3)CC2)n2nnnc2n1,-7,-8,1.1,-49,126,-3,0.9,x,-2
Cc1ccc(C)c(NC(=O)CSc2nnc(CCCCCNC(=O)OC(C)(C)C)o2)c1,0,17,1,-9,120,-26,1.4,-1,6
CCCCn1nnc(NC(=O)c2ccc(-c3cccc(Cl)c3)o2)n1,4,5,1,6,90,x,0.9,2,x
O=c1c2cc(F)ccc2[nH]c(=S)n1CCCN1CCOCC1,0,0,1.2,-11,100,-6,1,-5,3
S=c1[nH]ncc2ccccc12,1,2[fluorescence artefact?],1.3,0[fluorescence artefact?],118,17,1.1,8,-2
CCCCOc1ccc(-c2cc(C(=O)NNC(=S)NCC)c3ccccc3n2)cc1,6,x,x,x,x,0,1.2,-3,1
Cc1ccccc1Nc1nc(N)nc(CN(C)c2ccccc2)n1,-1,-1,1.1,-20[fluorescence artefact?],114,5,1,x,-1
OCCNc1nc2ccccc2n1-c1ncnc2sc3c(c12)CCC3,21,6[fluorescence artefact?],1,13[fluorescence artefact?],96,62,x,5,-3
CCC(C(=O)NCc1ccc(F)cc1)N(Cc1ccco1)C(=O)c1snc(C(N)=O)c1N (stereo unspecified),-4,11,1,-2,107,0,0.8,9,-2
NC(=O)CSc1nnc(-c2ccc(S(=O)(=O)N3CCCC3)cc2)n1CC1CCCO1 (stereo unspecified),-21,0[fluorescence artefact?],1.1,6,97,-4,0.9,-4,-5
O=[N+]([O-])c1ccc(N2CCCCCC2)c([N+](=O)[O-])c1,0,x,x,x,x,5,0.8,8,-2
CNc1nc2ccccc2n1/N=C/c1cccc(OC)c1OC,-7,1,1,5,98,x,1.4,-2,x
CCCCC(=O)Nc1ccc(NC(=O)C(C)C)cn1,3,-20,1,-16,119,-10,0.8,6,-2

# Record cards, from the list above. Order of values: Ecoli WT expand	ERb coact inh	MT1-MMP txn act	ERa coact inh	ERa SRC1 pot	Mac1 fbg inh	PLAP act	FAK blocker	Mac1 fbg enh
# COC(=O)Cc1c(C)nc2nc(-c3ccccc3)[nH]n2c1=O across the screens: -2	-11	1.2	-5	99	9	0.9	-2	0
# CCCCOc1ccc(-c2cc(C(=O)NNC(=S)NCC)c3ccccc3n2)cc1 across the screens: 6	x	x	x	x	0	1.2	-3	1
# Cc1ccc(C)c(NC(=O)CSc2nnc(CCCCCNC(=O)OC(C)(C)C)o2)c1 across the screens: 0	17	1	-9	120	-26	1.4	-1	6
# CCCCC(=O)Nc1ccc(NC(=O)C(C)C)cn1 across the screens: 3	-20	1	-16	119	-10	0.8	6	-2

# Outcome played no part in choosing rows. Share with any hit: about 5.1%.
